PglD DTNB – PglD (C. jejuni) enzyme inhibition; AID 602405; inhibition, % at 12.5 µM; 360,000 compounds, 0.098% hits; purified PglD enzyme, DTNB colorimetric CoA detection; in the data active = inhibition above about 16%, passing the limit was not always enough; inconclusive = no clear call, values can overlap the other calls; note: strong numbers were not always called active
SIRT5 block – inhibitors of human sirtuin-5 desuccinylase; AID 652115; Purified SirT5, succinyl-peptide AMC, trypsin-coupled fluorescence; Q9NXA8; inhibition, % at 15 µM; 330,000 compounds, 1.1% hits; in the data active = inhibition above about 15%; inconclusive = no clear call, values can overlap the other calls
Target sequence (Q9NXA8 whole entry, looked up): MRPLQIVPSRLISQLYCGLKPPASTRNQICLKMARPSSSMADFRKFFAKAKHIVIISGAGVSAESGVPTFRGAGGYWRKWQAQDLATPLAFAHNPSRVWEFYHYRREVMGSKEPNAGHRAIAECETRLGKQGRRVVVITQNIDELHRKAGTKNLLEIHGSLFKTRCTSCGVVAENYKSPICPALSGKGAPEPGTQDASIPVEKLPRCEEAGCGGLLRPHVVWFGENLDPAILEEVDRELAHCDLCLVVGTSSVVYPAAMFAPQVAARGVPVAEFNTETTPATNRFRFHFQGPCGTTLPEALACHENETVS
DENV2 CPE – protects cells from dengue virus 2 cytopathic effect; DENV2-infected cells, cytopathic effect rescue, plate reader; CPE inhibition, % at 9.99 µM; 350,000 compounds, 1.7% hits; AID 651640; in the data active = CPE inhibition above about 20%, passing the limit was not always enough; inconclusive = no clear call, values can overlap the other calls; tested in BHK-21 cells;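 note: 0% = median of neutral control wells and 100% = median of positive control wells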
C2C12 statin – suppression of simvastatin myotoxicity. C2C12 myotubes + simvastatin, ATP luminescence, 48 h; scaled: DMSO 0, geranylgeraniol control 100. rescue of ATP level, % at 7.49 µM. 330,000 compounds, 0.78% hits. AID 602340;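 active = mean ATP rescue above about 67%, or every replicate alone reaching that limit, limit read from the data, passing the limit was not always enough; inconclusive = no clear call, values can overlap the other calls; inactive = mean under the limit and some replicate under it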;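 note: myotubes were challenged with 10 µM simvastatin during compound exposure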
ERp5 inh – blocks human ERp5 reductase activity on insulin. 350,000 compounds, 0.05% hits. inhibition, % at 9.99 µM. AID 651711. ERp5 insulin aggregation, absorbance 650 nm, 90 min. Q15084;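 active = mean replicate inhibition above about 25%, with every replicate also reaching it, limit read from the data, passing the limit was not always enough; inconclusive = only one of those two criteria met; inactive = neither criterion met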
Target sequence (Q15084 whole entry, looked up): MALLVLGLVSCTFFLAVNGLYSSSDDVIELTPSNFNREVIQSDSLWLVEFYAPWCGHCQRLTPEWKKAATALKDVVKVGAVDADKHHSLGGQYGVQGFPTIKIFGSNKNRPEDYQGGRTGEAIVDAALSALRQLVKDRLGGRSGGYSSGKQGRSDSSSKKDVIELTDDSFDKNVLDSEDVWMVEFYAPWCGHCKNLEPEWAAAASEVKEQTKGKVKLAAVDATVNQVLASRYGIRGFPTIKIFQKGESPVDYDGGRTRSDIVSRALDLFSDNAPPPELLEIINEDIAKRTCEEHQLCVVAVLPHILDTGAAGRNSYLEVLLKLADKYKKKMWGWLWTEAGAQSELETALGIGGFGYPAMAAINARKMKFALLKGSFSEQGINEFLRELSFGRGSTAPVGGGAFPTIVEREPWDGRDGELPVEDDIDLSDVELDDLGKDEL
E-selectin induc – induces E-selectin expression in human endothelial cells. P16581. HUVEC E-selectin immunofluorescence imaging; normalized: neutral wells 0, TNF-alpha wells 100. activation, % at 7.58 µM. 260,000 compounds, 0.37% hits;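 active = mean E-selectin-positive cell signal at least 10% of the positive control, reached in at least 60% of replicates, without over 20% cell loss; inconclusive = no rule given, readout overlaps actives, possibly toxicity-flagged; inactive = the rest, including those meeting only one limit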;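 note: in these data hits start at about 27%; measured in HUVEC primary endothelial cells; signal is the percent of cells scored E-selectin positive by PE staining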
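Test system – human umbilical vein endothelial cells (HUVEC), E-selectin induction · Input – 3,000 HUVEC seeded per well · Buffer or medium – EGM-2, gelatin · Compound dosing – single-point compound dose · Detection – immunofluorescence imaging · Measure – percent E-selectin-positive cells · Controls – TNF-alpha high, DMSO low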
S100A4 MyoIIA – blocks human S100A4 binding to myosin IIA peptide | P26447 | S100A4/TAMRA-MyoIIA peptide fluorescence polarization | inhibition, % at 10.7 µM | 360,000 compounds, 0.14% hits | AID 652163;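 active = mean inhibition of at least 70% across replicates, with every replicate also reaching that level; inconclusive = mean inhibition reaches 70% but some replicates fall short; inactive = mean inhibition below 70%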
Target sequence (P26447 whole entry, looked up): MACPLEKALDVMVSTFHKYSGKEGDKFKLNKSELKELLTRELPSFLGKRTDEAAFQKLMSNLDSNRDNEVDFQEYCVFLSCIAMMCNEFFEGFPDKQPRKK
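Material: S100A4 monomer protein | Medium: HEPES pH 7.2 with CaCl2, KCl, NaCl, DTT, Triton | Reagent: Labelled myosin peptide probe, 5 nM | Doses: One dose per compound | Times: 5 min incubation before reading | Benchmarks: Neutral control DMSO, positive control TFP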
* = called active by the depositor; ? = inconclusive; nt = not tested or not shown; & = joins results of further samples.

Preview (2 entries):
SMILES | PglD DTNB | SIRT5 block | DENV2 CPE | C2C12 statin | ERp5 inh | E-selectin induc | S100A4 MyoIIA
O=C(O)c1ccc([N+](=O)[O-])c2c1C(=O)c1ccccc1C2=O | nt | nt | -1 | nt | 3 | nt | -2
OCCCn1c(C2CCCN2c2nc(-c3ccc(Cl)cc3)cs2)nc2cc(C(F)(F)F)ccc21 (configuration not stated) | 6 | nt | nt | 24 | nt | 1.5 | nt

The listing, repeating the preview:
SMILES | PglD DTNB | SIRT5 block | DENV2 CPE | C2C12 statin | ERp5 inh | E-selectin induc | S100A4 MyoIIA
O=C(O)c1ccc([N+](=O)[O-])c2c1C(=O)c1ccccc1C2=O | nt | nt | -1 | nt | 3 | nt | -2
OCCCn1c(C2CCCN2c2nc(-c3ccc(Cl)cc3)cs2)nc2cc(C(F)(F)F)ccc21 (configuration not stated) | 6 | nt | nt | 24 | nt | 1.5 | nt
CC(=NNC(=O)c1cccc(S(=O)(=O)N2CCOCC2)c1)c1ccc(Cl)cc1 | nt | 2 | 1 | -2 | -3 | 3.3 | -2
CN(C)CCOC(c1ccc(Cl)cc1)c1ccccn1 (configuration not stated) | 2&1 | -3&-4 | -4&-1 | 13&4 | 0&7 | 0.1&-0.1 | -2&-5
Nc1nonc1-c1nc2ccccc2n1CC(=O)Nc1ccccc1 | -6 | 2 | 5 | -8 | 3 | 3.8 | 6
CCS(=O)(=O)Nc1ccc2c(c1)C(=O)N(C)C[C@H](OC)[C@H](C)CN(CCC(F)(F)F)[C@@H](C)CO2 | -3 | 1 | nt | 6 | 5 | -0.2 | -6
O=C(c1ccccc1F)N1CCN(c2cnn(-c3cccc(Cl)c3)c(=O)c2Cl)CC1 | 2 | 1 | 2 | 9 | 3 | nt | -5
COc1cc(/C=N/N(CCO)C2=NS(=O)(=O)c3ccccc32)cc(OC)c1OC | 1 | 0 | -4 | -16 | 2 | nt | -8
Cc1occc1-c1nnc(SCC(=O)Nc2nc(C(C)(C)C)cs2)o1 | -1 | 12 | 1 | 5 | -7 | nt | -3
O=C1CCCc2cc3c(cc21)CCCC3 | 0 | nt | -14 | 3 | -7 | 0.4 | 1
C[C@@H](O)C#Cc1ccc2c(c1)O[C@@H](CN(C)C(=O)CN(C)C)[C@@H](C)CN([C@@H](C)CO)S2(=O)=O | 0 | -3 | -13 | 6 | -1 | -0.3 | 8
CC(NC(=O)CS(=O)(=O)c1ccccc1)c1ccccc1 (configuration not stated) | -1 | 1 | 1 | nt | -2 | 0.1 | -1
CNC(=S)NN(c1ccccc1)c1ccccc1 | nt | -3 | nt | nt | 4 | nt | 1
O=C(OCC(=O)N1CCCC1=O)C1CCN(S(=O)(=O)c2c(Cl)cccc2Cl)CC1 | 4 | -2 | -9 | 5 | -3 | -0.2 | -1
CCN(C[C@H]1N[C@H](CO)[C@@H]1c1ccc(C2=CCCC2)cc1)C(=O)c1ccncc1 | 2 | 1 | 3 | -5 | 1 | 9.1 | -1
CN(C(=O)COC(=O)c1cccc(S(=O)(=O)N2CCCCC2)c1)C1CCS(=O)(=O)C1 (configuration not stated) | nt | -3 | 1 | nt | -2 | nt | 1
C[C@H](CO)N1C[C@H](C)[C@@H](CN(C)S(=O)(=O)c2cn(C)cn2)Oc2ccc(NC(=O)Nc3ccc(C(F)(F)F)cc3)cc2C1=O | 0 | 5 | 7 | ? | -4 | nt | 13
CC(C)NC(=O)Nc1ccc2c(c1)C(=O)N([C@@H](C)CO)C[C@H](C)[C@@H](CN(C)C(=O)NC(C)C)O2 | 4 | -2 | nt | -5 | -5 | -0.2 | -8
C[C@@H]1CN([C@H](C)CO)C(=O)Cc2cc(NC(=O)NC3CCCCC3)ccc2O[C@@H]1CN(C)S(C)(=O)=O | -3 | 1 | 7 | 9 | 0 | 2.7 | -7
CSc1nc2ccc(NC(=O)COc3ccccc3F)cc2s1 | 0 | -3 | -6 | 5 | 4 | -0.3 | -30
C[C@@H]1CCCCO[C@H](CN(C)C(=O)C2CCCCC2)[C@@H](C)CN([C@H](C)CO)C(=O)c2cc(NC(=O)NC3CCCCC3)ccc2O1 | 2 | 6 | 0 | -49 | 0 | nt | -6
C[C@H](CO)N1C[C@H](C)[C@@H](CN(C)C(=O)c2ccccc2)OCCCC[C@H](C)Oc2ccc(NS(=O)(=O)c3ccc(F)cc3)cc2C1=O | 3 | 4 | 17 | nt | -7 | -0.2 | -4
CC1=C(C(=O)Nc2cccc(C(=O)NCc3ccccc3C)c2)SCCO1 | -1 | 1 | 5 | 3 | -4 | nt | -6
C[C@H](O)C#Cc1cnc2c(c1)C(=O)N([C@H](C)CO)C[C@H](C)[C@H](CN(C)C(=O)CN1CCOCC1)O2 | 0 | 8 | 1 | -14 | -1 | nt | 47
O=C(Nc1ccc(F)cc1)Nc1nnc([C@H]2C[C@H](O)[C@@H](CO)O2)s1 | -4 | 1 | 6 | 7 | 1 | 5.1 | 0
C[C@@H]1CN([C@H](C)CO)C(=O)c2cc(NC(=O)Nc3ccc4c(c3)OCO4)ccc2O[C@H]1CN(C)S(=O)(=O)c1ccc(Cl)cc1 | 2 | 2 | -7 | nt | -8 | 0.3 | 0
N#CC1=C(N)OC2=C(C(=O)CCC2)C1c1ccccc1 (configuration not stated) | 1 | -4 | nt | 11 | -6 | nt | 4
COc1ccc(C#Cc2ccc3c(c2)[C@@H]2[C@@H](CCN2C(=O)C2CCCC2)[C@H](CO)N3)cc1 | nt | 13 | -10 | nt | -10 | 0.4 | 3
C[C@H]1CN([C@@H](C)CO)S(=O)(=O)c2ccc(C3=CCCC3)cc2O[C@@H]1CN(C)C(=O)C1CCC1 | 1 | 0 | -4 | -22 | 1 | -0.1 | 1
CCc1cccc(C)c1NC(=O)CCCn1c(=O)c2cccn2c2cccnc21 | 0 | -3 | 7 | 3 | 7 | -0.1 | 1
COc1ccccc1C(=O)Nc1ccc2c(c1)nc(CCNC(C)=O)n2C | -8 | -1 | nt | 18 | 1 | nt | -13
CCCCc1nc2cc(C(=O)N3CCCC(OCCC)C3)ccc2o1 (configuration not stated) | 0 | -9 | 0 | 41 | 1 | nt | 7
O=c1oc(=O)c2ccccc2c2ccccc12 | -2 | -3 | -10 | 7 | 2 | nt | 0
C[C@H]1CCCCO[C@@H](CN(C)Cc2ccc(C(=O)O)cc2)[C@@H](C)CN([C@@H](C)CO)C(=O)c2cc(NS(=O)(=O)c3ccc(Cl)cc3)ccc2O1 | -3 | 0 | -2 | nt | -2 | 0.9 | 1
O=C(CSc1nc2c(cnn2-c2ccccc2)c(=O)[nH]1)NC1CCS(=O)(=O)C1 (configuration not stated) | nt | -3 | 2 | nt | 3 | nt | 3
COc1ccccc1OCCCC(=O)Nc1nnc(C2CCCO2)s1 (configuration not stated) | 1 | 2 | 6 | 0 | 0 | nt | 6
C[C@@H]1CCCCO[C@H](CN(C)C(=O)Nc2ccccc2)[C@H](C)CN([C@@H](C)CO)C(=O)c2cc(NC(=O)C3CCCCC3)ccc2O1 | -1 | 2 | -4 | nt | 4 | nt | 0
COc1ccc(C2CC(=O)C(c3ccc(Br)cc3)=CN2Cc2ccccc2)cc1 (configuration not stated) | nt | -3 | -8 | nt | 3 | 0.5 | -4
COC(=O)[C@@]12CCCN1[C@H](c1ccc(-c3ccccc3)cc1)[C@H]1C(=O)N(C)C(=O)[C@H]12 | 4 | 2 | nt | 14 | 2 | -0.4 | -1
O=C(NCc1ccncn1)[C@@H]1[C@@H](CO)[C@@H]2Cn3c(ccc(-c4ccncc4)c3=O)[C@@H]2N1CC1CC1 | -1 | 5 | -5 | -6 | -1 | 0.0 | 12
O=S(=O)(Nc1ccc(Cc2ccncc2)cc1)c1ccc(Cl)cc1 | nt | -6 | 0 | -4 | 2 | 1.3 | 3
O=C(Cn1cnc2c(OCc3ccccc3)ncnc21)NCc1ccccc1 | -3 | nt | -1 | -9 | 2 | 0.2 | 0
COc1ccc(S(=O)(=O)Nc2ccc3c(c2)C(=O)N([C@@H](C)CO)C[C@@H](C)[C@H](CN(C)Cc2ccc(C(=O)O)cc2)OCCCC[C@@H](C)O3)cc1 | 0 | 1 | nt | nt | -4 | 0.0 | -11
O=C(OC1CO[C@H]2O[C@@H]1[C@H](OC(=O)c1ccccc1)[C@H]2OC(=O)c1ccccc1)c1ccccc1 (some centres not stated) | -4 | -2 | 7 | -7 | -2 | 0.0 | 0
Cc1ccsc1C(=O)C1CCCN(Cc2cccn2-c2ccc(Cl)cn2)C1 (configuration not stated) | nt | -3 | 5 | -42 | 4 | -0.1 | 0
CC(Sc1ccccc1)C(=O)NN=C1CCCCCC1 (configuration not stated) | nt | -3 | nt | nt | -3 | nt | -2
COCCNc1oc(/C=C/c2ccc(F)cc2)nc1S(=O)(=O)c1ccccc1 | -5 | -11 | 12 | 18 | 0 | nt | -9
CC(=O)N1CC(=O)N2[C@H](CO)[C@H](c3ccc(C#CC(C)C)cc3)[C@@H]2C1 | nt | -2 | 7 | nt | -3 | -0.3 | 11
CCOc1ccc(NC(=O)CCC(=O)N/N=C/c2ccc3c(c2)OCO3)cc1 | nt | -2 | -3 | nt | -4 | nt | -1
OCCC1CN(Cc2ccc3cc(Cl)ccc3n2)CCN1Cc1ccsc1 (configuration not stated) | 1 | -5 | -1 | 2 | 5 | 0.0 | -5

Rewritten with each value named: entries from further up.
> O=C(OC1CO[C@H]2O[C@@H]1[C@H](OC(=O)c1ccccc1)[C@H]2OC(=O)c1ccccc1)c1ccccc1 (some centres not stated)
  PglD DTNB = -4
  SIRT5 block = -2
  DENV2 CPE = 7
  C2C12 statin = -7
  ERp5 inh = -2
  E-selectin induc = 0.0
  S100A4 MyoIIA = 0

> CC(=O)N1CC(=O)N2[C@H](CO)[C@H](c3ccc(C#CC(C)C)cc3)[C@@H]2C1
  PglD DTNB = nt
  SIRT5 block = -2
  DENV2 CPE = 7
  C2C12 statin = nt
  ERp5 inh = -3
  E-selectin induc = -0.3
  S100A4 MyoIIA = 11

> O=C(Cn1cnc2c(OCc3ccccc3)ncnc21)NCc1ccccc1
  PglD DTNB = -3
  SIRT5 block = nt
  DENV2 CPE = -1
  C2C12 statin = -9
  ERp5 inh = 2
  E-selectin induc = 0.2
  S100A4 MyoIIA = 0

> Cc1ccsc1C(=O)C1CCCN(Cc2cccn2-c2ccc(Cl)cn2)C1 (configuration not stated)
  PglD DTNB = nt
  SIRT5 block = -3
  DENV2 CPE = 5
  C2C12 statin = -42
  ERp5 inh = 4
  E-selectin induc = -0.1
  S100A4 MyoIIA = 0

Next section
SMILES | PglD DTNB | SIRT5 block | DENV2 CPE | C2C12 statin | ERp5 inh | E-selectin induc | S100A4 MyoIIA
CN1OC[C@@H]2CN(S(=O)(=O)c3cc(Cl)cc(Cl)c3)[C@H](c3ccc(-c4ccc(C#N)cc4)cc3)C[C@@H]21 | 10 | nt | ? | 11 | -1 | 0.0 | 12
CCCn1nnnc1NC(=O)COc1ccc(Cl)c(C)c1 | 4 | nt | nt | 2 | nt | 1.4 | nt
CCCCn1nc(C(=O)N(CC)CC(=O)Nc2c(F)cccc2F)c2ccccc2c1=O | 3 | -4 | 7 | -9 | 2 | 0.8 | 10
CCNC(=O)Nc1ccc2c(c1)C(=O)N(C)[C@@H]1CC[C@H](CC(=O)Nc3ccccc3)O[C@H]1CO2 | 0 | -10 | -4 | -11 | 15 | -0.1 | 7
CC1CS(=O)(=O)CCN1N=Cc1ccc([N+](=O)[O-])o1 (configuration not stated) | 3 | -2 | 3 | 7 | -3 | 3.3 | 12
COc1ccc([C@H]2Oc3cc(O)cc(O)c3C(=O)C2[C@@H]2C(=O)c3c(O)cc(O)cc3O[C@@H]2c2ccc(OC)cc2)cc1 (some centres not stated) | nt | nt | -9 | nt | -8 | 0.6 | -4

Screening results deposited in PubChem BioAssay by Broad Institute.

Not all compounds are listed; rates above refer to the full screens.
